Salmonella PhoP GFP: Inhibition of PhoP regulon, Salmonella typhi GFP reporter cells, confirmation, 4 h (AID 1850); Salmonella Typhi PhoP-promoter GFP reporter, fluorescence, 4 h; higher % means a stronger effect; inhibition, % at 50 µM; hits with a dose series show IC50 in µM; actives 0.33% (n = 310,000); in the data active means a potency from the dose series; inconclusive means inhibition mostly from about 25% at the one dose, without a potency; inactive means the rest, 99 in 100 with inhibition below about 19%;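 further: 0% = induced wells with vehicle and 100% = uninduced wells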
M. tuberculosis: growth inhibition of non-replicating M. tuberculosis (AID 488890) | Mycobacterium tuberculosis non-replicating, growth inhibition; higher % means a stronger effect | inhibition, % at 25 µM, or IC50 in µM where a hit was titrated | actives 0.39% (n = 320,000); in the data active means a potency from the dose series; inconclusive means inhibition mostly from about 82% at the one dose, without a potency; inactive means the rest, 99 in 100 with inhibition below about 76%;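 further: plate controls were DMSO cells for no effect and high antibiotic wells for full effect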
VEEV TC-83 Vero: inhibitors of VEEV TC-83 cytopathic effect, confirmation, Vero cells (AID 588727) | actives 0.13% (n = 350,000) | one-dose inhibition, % at 20 µM; IC50 in µM for titrated hits | Vero cells, VEEV TC-83 cytopathic effect inhibition; higher % means a stronger effect; in the data active means a potency from the dose series; inconclusive means inhibition mostly from about 14% at the one dose, without a potency; inactive means the rest, 99 in 100 with inhibition below about 12%; further: strong numbers were not always called active
H37Rv inhibition: M. tuberculosis growth inhibition, HTS (AID 449762) | M. tuberculosis H37Rv growth inhibition, 7H9 media; higher % means a stronger effect | one-dose inhibition, % at 25 µM; IC50 in µM for titrated hits | actives 0.59% (n = 330,000); in the data active means a potency from the dose series; inconclusive means inhibition above about 70% without an active follow-up result;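 further: bacterial growth assessed after seven days of incubation; strong numbers were not always called active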
influenza NS1A: NS1A inhibition, H1N1 influenza, cell based functional assay (AID 504329). NS1A functional cell-based assay, percent inhibition; higher % means a stronger effect. inhibition, % at 12.5 µM; hits with a dose series show IC50 in µM. actives 0.3% (n = 340,000); in the data active means a potency from the dose series; inconclusive means inhibition above about 27% without an active follow-up result; further: strong numbers were not always called active
VEEV TC-83 Vero 10K pilot screen: recorded beside VEEV TC-83 Vero, whose call it bears; inhibition, %; measured here: 10K pilot screen inhibition
Starred values were filed as active, the others as inactive; i = inactive; ? = inconclusive; nt = not tested or not shown.

SMILES	Salmonella PhoP GFP	M. tuberculosis	VEEV TC-83 Vero	H37Rv inhibition	influenza NS1A	others
O=C(CSc1ccccc1F)NCCCN1CCCC1=O	1%	-21%	0.6%	-6%	13%
CCc1noc(C)c1C(=O)Nc1nnc(CC(C)C)s1	0%	12%	9.6%	4%	-18%
CCCCC1CCC(C(=O)NCC(c2ccco2)N2CCOCC2)CC1 (stereo unspecified)	5%	11%	i	-1%	-2%
COc1ccc(OC)c(-c2csc(CCn3nc(C)cc3C)n2)c1	-7%	21%	i	0%	-7%
C1=C(c2ccccc2)Nc2nnnn2C1c1cccs1 (stereo unspecified)	-4%	76%	2.0%	-1%	9%
O=C(Nc1ccc(S(=O)(=O)Nc2ccccn2)cc1)c1ccc(Cl)cc1Cl	-8%	5%	1.7%	5%	3%
Cc1cc(N2CCCCC2)nc(N)n1	8%	14%	0.3%	-7%	5%
CCOc1cc(/C=C(\C#N)C(=O)Nc2ccccn2)ccc1O	13%	-18%	0.7%	7%	7%
N#Cc1ccc(OCC(=O)N2CCN(c3ccc(C(F)(F)F)cn3)CC2)cc1	nt	20%	i	7%	3%
Nc1ccc(C(=O)OC2CCOC2=O)cc1[N+](=O)[O-] (stereo unspecified)	-7%	-17%	1.4%	2%	7%

The list goes on; it opens with the 4 that closed the last part.
SMILES	Salmonella PhoP GFP	M. tuberculosis	VEEV TC-83 Vero	H37Rv inhibition	influenza NS1A	others
Cc1cc(N2CCCCC2)nc(N)n1	8%	14%	0.3%	-7%	5%
CCOc1cc(/C=C(\C#N)C(=O)Nc2ccccn2)ccc1O	13%	-18%	0.7%	7%	7%
N#Cc1ccc(OCC(=O)N2CCN(c3ccc(C(F)(F)F)cn3)CC2)cc1	nt	20%	i	7%	3%
Nc1ccc(C(=O)OC2CCOC2=O)cc1[N+](=O)[O-] (stereo unspecified)	-7%	-17%	1.4%	2%	7%
O=C(c1ccc(Cl)cc1)N1CCn2c1nc1ccccc12	7%	0%	0.5%	4%	5%
COc1cc(-c2noc(C3CCCN(C(=O)c4ccccc4)C3)n2)cc(OC)c1OC (stereo unspecified)	-11%	5%	7.3%	1%	21%
O=C(NCCCN1CCCC(O)C1)c1cc(COc2ccc(F)cc2F)on1 (stereo unspecified)	-5%	0%	i	2%	10%
CCn1cnc2cc(NC(=O)c3ccco3)ccc21	-9%	-6%	i	-5%	1%	VEEV TC-83 Vero 10K pilot screen=0.5
CC12CC3CC(C)(C1)CC(C(=O)NC(=S)N1CCOCC1)(C3)C2	-8%	19%	i	4%	-2%
c1ccc(-c2nnn(C34CC5CC(CC(C5)C3)C4)n2)cc1	-17%	73%	i	12%	-5%
COC(=O)C1C(=O)C(C(=O)/C=C/c2ccccc2)C(=O)CC1(C)C (stereo unspecified)	-16%	5%	2.9%	-8%	-13%
COc1cccc(CN(C)CC(=O)Nc2sc3c(c2C#N)CCC3)c1OC	5%	21%	0.8%	-5%	-7%
O=C(c1c(F)cccc1F)N1CCCC(c2nc(-c3cccs3)no2)C1 (stereo unspecified)	-4%	11%	1.4%	-3%	7%
N=C(N)N1CCc2ccccc2C1	-6%	-7%	nt	-1%	nt

Filtered by structure, the entries above with fluorine.
SMILES	Salmonella PhoP GFP	M. tuberculosis	VEEV TC-83 Vero	H37Rv inhibition	influenza NS1A	others
O=C(CSc1ccccc1F)NCCCN1CCCC1=O	1%	-21%	0.6%	-6%	13%
N#Cc1ccc(OCC(=O)N2CCN(c3ccc(C(F)(F)F)cn3)CC2)cc1	nt	20%	i	7%	3%
O=C(NCCCN1CCCC(O)C1)c1cc(COc2ccc(F)cc2F)on1 (stereo unspecified)	-5%	0%	i	2%	10%
O=C(c1c(F)cccc1F)N1CCCC(c2nc(-c3cccs3)no2)C1 (stereo unspecified)	-4%	11%	1.4%	-3%	7%

(continued)
SMILES	Salmonella PhoP GFP	M. tuberculosis	VEEV TC-83 Vero	H37Rv inhibition	influenza NS1A	others
COCCNc1nnc(SCC(=O)c2c[nH]c3ccccc23)s1	-9%	43%	1.4%	4%	-3%
CCc1cccc(N(C(=O)c2csnn2)C(C(=O)NC2CCCCC2)c2cccnc2)c1 (stereo unspecified)	4%	5%	i	2%	12%
CC(=O)Nc1ccc(OC(=O)c2c(-c3ccccc3Cl)noc2C)cc1	-5%	-1%	2.3%	2%	0%
Cc1cccc(C(=O)N2CCCC(N3CCN(Cc4ccc5c(c4)OCO5)CC3)C2)n1 (stereo unspecified)	-3%	-5%	i	4%	-1%
Cc1nc(=S)c2ccccc2[nH]1	13%	23%	i	2%	-9%
CN(CCCn1c(=S)[nH]c2ncccc2c1=O)Cc1ccccc1	-7%	25%	2.0%	0%	8%	VEEV TC-83 Vero 10K pilot screen=0.8
Cc1ccc(N=Cc2c(C)[nH]n(-c3ccccc3)c2=O)nc1	2%	-2%	1.0%	-3%	-18%
Cc1cc(C(=O)N2CCc3c([nH]c4ccccc34)C2c2cccc(Cl)c2)nn1C (stereo unspecified)	-3%	15%	8.7%	12%	-12%
Cc1cccc(CN2CCCC(C(=O)c3ccc4c(c3)OCO4)C2)n1 (stereo unspecified)	3%	36%	0.1%	51%	-2%
CCOC(=O)c1c(NC(=O)c2cccs2)sc(CC)c1-c1cccs1	-11%	30%	i	45%	7%
O=c1n(Cc2ccc(F)cc2)nc2n1-c1ccccc1SC2	1%	2%	2.1%	-2%	-3%
Cc1ccc(C)c(NC(=O)CN(C)C(=O)c2cc3c(s2)CCCCC3)c1	-8%	-15%	2.5%	-8%	-3%
CCN(CC)c1ccc(C=C2C(=O)OC(c3ccccc3)OC2=O)cc1 (stereo unspecified)	-12%	14%	0.6%	14%	-17%
O=C(NNc1cccc(Cl)c1)c1cccnc1Oc1ccccc1	-5%	?	1.8%	?	-20%
CC(=O)Nc1cccc(/C(C)=N/Nc2ccc(S(=O)(=O)Nc3ccccc3C(=O)O)cc2[N+](=O)[O-])c1	nt	nt	3.6%	nt	15%
CCC1(CC(C)C)C(=O)NC(=S)NC1=O	nt	nt	1.4%	nt	4%
O=C(COC(=O)Cn1cnc2ccccc2c1=O)Nc1ccc2c(c1)OCO2	-9%	-2%	0.1%	-11%	-8%
CCC1(c2ccc(F)cc2)NC(=O)N(CC(=O)N2CCOCC2)C1=O (stereo unspecified)	8%	-10%	1.5%	2%	0%
COc1ccc(NC(=O)CCNC(=O)Cn2cnc3sc4c(c3c2=O)CCCC4)cc1OC	13%	-18%	0.5%	-1%	-3%
C/C(=N\NC(=O)c1ccc(Br)cc1)c1cccc(NC(=O)c2cccnc2)c1	2%	-5%	7.9%	5%	-9%

Entries shown so far that contain two or more sulfur atoms:
SMILES	Salmonella PhoP GFP	M. tuberculosis	VEEV TC-83 Vero	H37Rv inhibition	influenza NS1A	others
COCCNc1nnc(SCC(=O)c2c[nH]c3ccccc23)s1	-9%	43%	1.4%	4%	-3%
CCOC(=O)c1c(NC(=O)c2cccs2)sc(CC)c1-c1cccs1	-11%	30%	i	45%	7%

Sorted by SMILES length (ascending): some entries from above.
SMILES	Salmonella PhoP GFP	M. tuberculosis	VEEV TC-83 Vero	H37Rv inhibition	influenza NS1A	others
CCC1(CC(C)C)C(=O)NC(=S)NC1=O	nt	nt	1.4%	nt	4%
O=c1n(Cc2ccc(F)cc2)nc2n1-c1ccccc1SC2	1%	2%	2.1%	-2%	-3%
Cc1ccc(C)c(NC(=O)CN(C)C(=O)c2cc3c(s2)CCCCC3)c1	-8%	-15%	2.5%	-8%	-3%
CC(=O)Nc1cccc(/C(C)=N/Nc2ccc(S(=O)(=O)Nc3ccccc3C(=O)O)cc2[N+](=O)[O-])c1	nt	nt	3.6%	nt	15%

Following part
SMILES	Salmonella PhoP GFP	M. tuberculosis	VEEV TC-83 Vero	H37Rv inhibition	influenza NS1A	others
CC(=O)N(CCC(Cc1ccccc1)c1ccc2c(c1)OCO2)Cc1ccc(Cl)cc1 (stereo unspecified)	9%	-7%	i	13%	3%
COC(=O)c1c(NC(=O)c2c(-c3ccccc3Cl)noc2C)sc2c1CCC2	12%	-9%	4.8%	11%	-8%
C=CCn1c(CNC(=O)c2cccs2)nnc1SCc1ccc(Cl)cc1Cl	-1%	13%	0.1%	6%	4%
O=C(c1ccc(F)cc1F)N1CCN(c2n[nH]c(=O)[nH]c2=O)CC1	-3%	10%	i	7%	3%
O=C(Nc1nccs1)C1CCCN(S(=O)(=O)c2cccc3cccnc23)C1 (stereo unspecified)	5%	4%	8.0%	1%	-5%
COCCNC(=O)NC(=O)CN1CCCc2ccccc21	-1%	3%	0.2%	-1%	3%
COc1ccc(-n2nc(C(=O)NCC(=O)NCc3ccc(F)cc3)c3ccccc3c2=O)cc1	-8%	-12%	7.2%	2%	-5%
CCOC(=O)c1cccc(NC(=O)/C=C/c2ccc3c(c2)OCO3)c1	2%	45%	5.7%	31%	-3%
COc1ccc(CCNC(=O)C2Cc3ccccc3C(=O)O2)cc1 (stereo unspecified)	3%	-4%	1.3%	2%	-12%
C/C(=N\O)c1ccc(Cl)c(Cl)c1	8%	-5%	nt	-4%	nt
Cc1c(C(=O)NCc2ccc(S(N)(=O)=O)cc2)oc2ccc(Cl)cc12	4%	-23%	1.4%	-5%	nt
CCOC(=O)c1ncccc1NC(=O)CC(=O)Nc1cccnc1C(=O)OCC	0%	19%	1.9%	-3%	nt
CCOC(=O)c1sc2cccc(F)c2c1N	-10%	26%	i	1%	0%
COc1cc(-c2nnc(-c3ccc(N4CCOCC4)cc3)o2)cc(OC)c1OC	-3%	4%	0.0%	68%	2%
OCCN1CCN(CC#CCn2c3ccccc3c3ccccc32)CC1	0%	25%	1.1%	3%	-20%
O=C(c1ccc(COc2ccccc2Cl)o1)N1CCN(c2ccccc2)CC1	5%	27%	7.3%	-4%	2%
COc1ccc2c(c1O)Cc1ccccc1C2=O	-2%	28%	2.0%	0%	7%
O=S(=O)(c1cccc2ccccc12)N1CCC2CC1c1cc(Cl)ccc12 (stereo unspecified)	nt	nt	i	nt	-9%
Cn1c(SC2=CS(=O)(=O)c3ccccc32)nc2ccccc21	-13%	58%	13%	?	3%
O=C(CCSc1ccccc1)Nc1nc2c(s1)CCCC2	11%	60%	i	38%	30%
COC(=O)C1=C(c2ccc(-c3ccccc3)c(F)c2)C[C@@H]2CC[C@H]1N2C(=O)N1CCc2cc(OC)c(OC)cc2C1	nt	-11%	2.8%	5%	-38%
CCc1nnc(NC(=O)CSc2nc(-c3ccc(OC)cc3)ns2)s1	-7%	-11%	0.7%	-5%	-13%	VEEV TC-83 Vero 10K pilot screen=1.3
Cc1oc2c(c1C(=O)NCCCC(=O)O)CCCC2	0%	-8%	1.1%	-2%	-3%
NC(=S)Nc1ncc(CCN2CCOCC2)c(-c2ccc(F)cc2)n1	-2%	-28%	0.1%	-1%	8%
CCN(CC)S(=O)(=O)c1ccc(N2CCN(c3cccc(OC)c3)CC2)c([N+](=O)[O-])c1	-3%	3%	0.5%	10%	12%
CCOc1ccc(Nc2nc(N)nc(CSC(=S)N3CCN(c4ccccc4)CC3)n2)cc1	-5%	19%	6.9%	45%	-11%
Cc1nn(CCCC(=O)N2CCc3ccccc3C2)c(=O)c2cc3sccc3n12	0%	24%	0.1%	-8%	25%	VEEV TC-83 Vero 10K pilot screen=0.3
Cc1ccc(S(=O)(=O)N2[C@@H](c3ccc(C(C)(C)C)cc3)C(C(=O)O)=CC[C@H]2c2ccc(Cl)cc2)cc1	nt	69%	i	1%	-11%

Source: PubChem BioAssay (Southern Research Specialized Biocontainment Screening Center)
